SUMO1 PPI mod: modulators of SUMO1 protein-protein interactions, primary screen, biochemical, uHTS; SUMO1 binding to a labelled peptide, TR-FRET, 1 h; AID 602429, 2012; inhibition, % at 20 µM; Small ubiquitin-related modifier 1 (Homo sapiens), P63165; actives 0.33% (n = 360,000); in the data active means inhibition above about 37%
Target sequence (P63165 whole entry, looked up): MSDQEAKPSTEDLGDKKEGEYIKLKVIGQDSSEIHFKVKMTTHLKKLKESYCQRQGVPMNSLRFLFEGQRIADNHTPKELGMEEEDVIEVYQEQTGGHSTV
STEP block: STEP phosphatase inhibitors, primary screen, biochemical, fluorescence intensity, uHTS. Tyrosine-protein phosphatase non-receptor type 5 (Homo sapiens), P54829. recombinant STEP, OMFP fluorogenic substrate. inhibition, % at 20 µM. actives 0.25% (n = 360,000);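 active means inhibition at 20 µM, scaled per plate between control wells, above about 37%, limit read from the data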;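 further: 0% = DMSO with enzyme and substrate and 100% = substrate only without enzyme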
Target sequence (P54829 whole entry, looked up): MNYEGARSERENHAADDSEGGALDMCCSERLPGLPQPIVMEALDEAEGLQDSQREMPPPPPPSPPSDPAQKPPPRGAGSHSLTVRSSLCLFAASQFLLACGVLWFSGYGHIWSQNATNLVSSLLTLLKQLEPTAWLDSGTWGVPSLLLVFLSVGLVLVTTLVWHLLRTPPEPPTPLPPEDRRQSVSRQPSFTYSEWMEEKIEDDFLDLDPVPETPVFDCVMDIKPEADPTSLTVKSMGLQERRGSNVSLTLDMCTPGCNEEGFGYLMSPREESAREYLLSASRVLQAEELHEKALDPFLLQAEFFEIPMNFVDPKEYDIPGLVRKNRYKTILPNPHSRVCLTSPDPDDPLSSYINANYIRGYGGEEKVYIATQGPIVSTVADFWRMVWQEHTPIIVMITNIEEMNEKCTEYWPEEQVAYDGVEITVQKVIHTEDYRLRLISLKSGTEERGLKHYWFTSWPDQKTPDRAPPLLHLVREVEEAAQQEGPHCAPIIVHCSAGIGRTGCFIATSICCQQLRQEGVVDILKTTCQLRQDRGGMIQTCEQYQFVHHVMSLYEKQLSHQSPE
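System: STEP phosphatase, cell-free reaction; Buffer or medium: Bis-Tris pH 6.0 buffer with DTT, detergent; Incubation: 20 min at room temperature, dark; Measured by: fluorescence, 480/540 nm.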
Scp1 inh: Scp-1 phosphatase inhibitors, primary screen, biochemical, colorimetric, uHTS; actives 0.88% (n = 340,000); AID 493091, 2011; Carboxy-terminal domain RNA polymerase II polypeptide A small phosphatase 1 (Homo …; inhibition, % at 20 µM; Recombinant Scp1, phosphopeptide, malachite green phosphate absorbance;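 active means inhibition above about 50% at 20 µM, limit read from the data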;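 further: plate controls were DMSO wells with enzyme for no effect and wells lacking enzyme for full effect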
Target sequence (Q9GZU7 76-261 limits assumed): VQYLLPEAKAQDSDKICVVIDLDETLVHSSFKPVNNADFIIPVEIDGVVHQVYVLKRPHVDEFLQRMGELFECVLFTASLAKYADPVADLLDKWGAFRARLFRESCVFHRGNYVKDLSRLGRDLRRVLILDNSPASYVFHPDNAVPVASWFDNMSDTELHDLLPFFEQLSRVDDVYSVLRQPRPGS
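Incubation: 45 min enzyme reaction at room temperature / System: truncated SCP-1 phosphatase (76-261aa) / Reagent: Phospho 17-mer peptide substrate / Buffer or medium: Acidic Tris acetate buffer with magnesium and detergent / Signal: absorbance at 630 nm / Doses: one concentration, 20 µM, with 1.0% DMSO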
Tb MetRS inh: T. brucei MetRS inhibitors, primary screen, biochemical, luminescence. methionyl-tRNA synthetase (Trypanosoma brucei brucei). purified T. brucei MetRS, ATP depletion, Kinase-Glo luminescence. inhibition, % at 11.9 µM. actives 0.4% (n = 360,000);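 active means inhibition above a per-plate cutoff of the control wells' mean inhibition plus 3 SD, cut at about 5.5% in these data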;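 further: 0% = DMSO wells median and 100% = median of wells with control inhibitor compound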
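technique = Kinase-Glo luminescence, ATP depletion format | system = purified MetRS (methionyl-tRNA synthetase) enzyme from Trypanosoma brucei | timing = 15 min preincubation, 2 h reaction, all 25 °C | evaluation = percent inhibition versus plate control medians | dosing = single dose, 11.9 µM final nominal, 0.9% final DMSO | also added = substrates ATP, L-methionine and bulk Escherichia coli tRNA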
SKN-1 block: suppressors of acrylamide-induced Pgst-4::GFP reporter in worms, primary screen, SKN-1 inhibitor project, whole organism, uHTS, GFP/RFP fluorescence ratio, strain VP596; C. elegans VP596 Pgst-4::GFP/RFP ratio, 24 h; inhibition, % at 21.8 µM; actives 0.49% (n = 360,000);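 active means interference check ratio from 0.5 to 1.5 plus GFP to RFP signal ratio inhibition reaching or exceeding a fixed threshold, cut at about 30% in these data, passing the limit was not always enough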; further: some compounds called inactive have numbers as strong as hits
Neddyl block: inhibitors of cullin neddylation, primary screen, biochemical, TR-FRET, uHTS, NAE and Ubc12; NEDD8-conjugating enzyme Ubc12 (Homo sapiens) + NEDD8-activating enzyme E1 regulatory …; calls only at 25 µM; actives 0.58% (n = 360,000); AID 651699, 2012; in the data active means inhibition above about 36%
CendR NRP1 mod: modulators of CendR peptide binding to NRP-1, primary screen, biochemical, fluorescence polarization, uHTS; Neuropilin-1 (Homo sapiens), O14786; FAM-RPARPAR peptide binding to NRP-1; inhibition, % at 25 µM; actives 0.85% (n = 360,000); AID 602438, 2012;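 active means inhibition or corrected inhibition above about 18%, plus a signal ratio from 0.5 to 1.5, limit read from the data, passing the limit was not always enough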; further: strong numbers were not always called active
LMPTP inh: LMPTP phosphatase inhibitors, primary screen, biochemical, fluorescence intensity, uHTS; inhibition, % at 20 µM; recombinant LMPTP-A, OMFP fluorogenic substrate; actives 0.22% (n = 360,000); Low molecular weight phosphotyrosine protein phosphatase (Homo sapiens), P24666;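 active means compounds that cut the enzyme signal by at least half of the control window in the single-dose screen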;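 further: plate controls were DMSO wells with enzyme plus substrate for no effect and substrate without enzyme for full effect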
Target sequence (P24666 whole entry, looked up): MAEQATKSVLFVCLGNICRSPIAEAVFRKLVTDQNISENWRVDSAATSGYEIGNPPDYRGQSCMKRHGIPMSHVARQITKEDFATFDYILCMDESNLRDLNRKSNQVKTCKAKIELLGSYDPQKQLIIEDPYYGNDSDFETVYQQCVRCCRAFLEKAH
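Assay system: LMPTP-A phosphatase enzyme | Input: 0.625 nM enzyme | Also added: Fluorogenic phosphatase substrate OMFP at 400 µM final | Compound dosing: One test concentration per compound, 20 µM, with 3% DMSO overall | Schedule: 50 min enzyme reaction at room temperature, protected from light | Signal: Fluorescence intensity | Benchmarks: no-enzyme and uninhibited controls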
DNMT1 block: human DNMT1 methyltransferase inhibitors, primary screen, biochemical, molecular beacon, fluorescence, HinP1I cleavage, uHTS | DNA (cytosine-5)-methyltransferase 1 (Homo sapiens), P26358 | inhibition (reported as % activation of signal), % at 10 µM | actives 0.83% (n = 360,000); in the data active means inhibition above about 50%
NadD inh: inhibitors of S. aureus NadD, primary screen, biochemical, colorimetric, uHTS. inhibition, % at 20 µM. purified NadD enzyme, colorimetric absorbance read-out. AID 602399, 2012. Nicotinate-nucleotide adenylyltransferase NadD (Staphylococcus aureus N315). actives 0.78% (n = 360,000); in the data active means inhibition above about 26%; further: some compounds past the cut are filed as inactive
Active calls of the source: *; i = inactive; · = not tested or not shown; + = active, no number.

SMILES	SUMO1 PPI mod	STEP block	Scp1 inh	Tb MetRS inh	SKN-1 block	Neddyl block	CendR NRP1 mod	LMPTP inh	DNMT1 block	NadD inh
CCN(C(=O)COC(=O)c1ccc(=O)n(Cc2ccccc2)n1)C1CCS(=O)(=O)C1 (stereo unspecified)	-12	-2	-2	-0.4	-7	i	6	-0.1	2	-4
Cc1ccc(S(=O)(=O)N2CCCC2CNC(=O)C(=O)Nc2ccc(F)cc2F)cc1 (stereo unspecified)	1	3	-11	-0.3	18	i	-18	1.0	-2	-7
Oc1ccc(C[C@H]2CNCCN2CC2CCCCC2)cc1	8	3	1	-0.2	-8	i	-7	-0.7	-4	-6
N#Cc1ccccc1NC(=O)c1ccc2c(c1)OCO2	0	3	-2	-1.6	0	i	18	0.0	2	-3
Cc1cc(Nc2ccc(C)c(C)c2)n2ncnc2n1	-4	1	·	-0.4	-6	i	5	0.2	-2	-2
CC1(C)CC(=O)c2sc(NC(=O)C(C)(C)C)nc2C1	-3	-3	7	-1.0	-1	i	7	-0.4	8	-5
C[C@@]12C(=O)Nc3ccc(Cl)cc3C(=O)N1[C@H]1c3ccccc3OC[C@@H]1[C@@H]2c1ccccc1	-29	3	-7	-0.5	2	i	10	1.7	-8	11
Cc1nnc(NC(=O)CN2CCN(Cc3ccccc3)CC2)s1	-2	0	-3	1.0	22	i	5	-2.5	1	-5
COCCN1CCc2[nH]c(=S)[nH]c(=O)c2C1	-4	-3	-2	0.4	-1	i	9	-0.9	14	4
O=C(CSCC(=O)OCn1nnc2ccccc2c1=O)Nc1ccc(Cl)cc1	-3	-1	-11	16*	7	i	11	-0.1	-2	-3
Cc1c(NC(=O)/C(=C\c2ccccc2)NC(=O)c2ccccc2)c(=O)n(-c2ccccc2)n1C	0	0	-10	-0.6	-4	i	4	-0.4	0	-2
Cc1ccc(C(C2=C(O)CC(C)(C)CC2=O)C2C(=O)CC(C)(C)CC2=O)s1 (stereo unspecified)	-1	1	-4	-0.2	-1	i	-10	0.6	5	0
COc1cccc2c(SCC(=O)N/N=C/c3ccc(O)cc3O)cc(C)nc12	4	1	-6	0.0	5	i	5	1.4	0	3
CSCC(=O)Nc1ccc(F)c(Cl)c1	5	1	-11	-0.3	2	i	0	2.4	0	1
Cc1sc2ncnc(N3CCC(C(=O)NNC(=O)COc4cccc(C(F)(F)F)c4)CC3)c2c1C	3	0	-4	0.6	-14	i	-6	0.4	-2	4
CCOC(=O)c1c(NC(=O)CN2C(=O)NC(C)(c3ccc(Cl)cc3)C2=O)sc(C(=O)NC)c1C (stereo unspecified)	0	-4	-5	-0.7	16	i	-2	0.2	-6	1
Cc1cccc(C(=O)Oc2ccccc2-c2nnco2)c1	6	-6	-6	-1.0	0	i	19	0.5	3	-6
CCN1CCN(c2ccc(NC(=O)c3cc4ccccc4cc3OC)cc2C)CC1	-21	-5	65*	0.1	22	i	-3	0.2	2	17
Cc1cc(C)n2nc(C(=O)NNC(=O)c3ccc(Cl)cc3)nc2n1	-2	-1	-13	-0.6	-2	i	3	-1.1	25	1
CC(C)CC(=O)Nc1ccc(Oc2ccc(NC(=O)CC(C)C)cc2)cc1	-5	-3	-12	-0.1	-15	i	-1	-2.5	3	-1
O=C(NNc1ccccc1F)c1ccccc1	2	-2	-4	-0.6	-9	i	3	-0.9	-1	-1
COc1cc(/C=C2\SC(=Nc3c(C)n(C)n(-c4ccccc4)c3=O)NC2=O)ccc1O	-24	0	-5	0.4	11	i	-68	-1.4	4	3
Cc1ccnc(NC(=O)c2ccc(Cl)s2)c1	0	-1	-11	-0.1	3	i	12	-1.0	1	-4
O=C(N/N=C/c1ccc(Cl)cc1)Nc1ccccc1	-4	2	2	-0.8	41*	i	-7	1.2	0	-8
O=C(/C=C/c1cccs1)Nc1ccc(N2CCOCC2)c(S(=O)(=O)Nc2cc(Cl)ccc2Cl)c1	4	-3	-5	-1.4	1	i	4	3.5	-2	34*
COC(=O)C1=C(C)N(C)C(C)=C(C(=O)OC)C1c1ccc(Cl)cc1	5	-2	-5	-1.4	4	i	6	1.6	-7	0
COc1ccc(C(=O)N/N=C/c2sc(N3CCOCC3)nc2-c2ccccc2)cc1OC	-3	0	-3	-0.2	3	+	9	0.5	-1	-1
COc1ccccc1N1CCN(C(=O)c2ccc(Br)s2)CC1	2	0	-5	0.4	4	i	-8	-0.2	1	3
Cc1cccc(CN2CCN(CC(=O)NCCCN3CCN(c4ccc(F)cc4)CC3)C2=O)c1	-3	2	-9	-0.9	14	i	1	-1.8	-3	-7
CC(C)(C)C1CCC(=NNC(=O)c2ccco2)CC1 (stereo unspecified)	6	1	-13	0.6	-1	i	8	0.6	1	3
O=C1CN(C(=O)c2ccccc2F)C(c2ccc(F)cc2)c2cc(F)ccc2N1 (stereo unspecified)	1	-1	-3	-0.5	13	i	14	-0.2	2	-6
S=c1nc(-c2ccccc2)n(-c2ccccc2)[nH]1	-1	0	-3	-0.7	-7	i	5	-2.4	0	-2
CCCCCCCCN1C(=O)[C@H](CC(=O)N2CCCCC2)C[C@@]2(C(=O)OCC)CCCC=C12	8	·	·	-0.1	0	i	9	2.0	·	-1
c1ccc(N2CCN(Cc3cnc(N4CCOCC4)s3)CC2)cc1	2	0	2	-0.2	-1	i	-6	-0.8	1	2
CC(C)NC(=O)c1n[nH]c(=O)c2ccccc12	1	-4	-1	-1.0	-33	i	-4	-0.5	8	2
O=C(/C=C/c1cccc(Cl)c1)Nc1ncccn1	-12	1	-11	0.1	4	i	-11	-0.3	4	-2
O=C(CSc1nc2c(cnn2-c2ccccc2)c(=O)[nH]1)N1CCOCC1	1	-2	3	-0.2	-11	i	-6	-3.8	-2	0
CC(=O)c1ccc(N2CCN(C(=S)Nc3ccccc3C(F)(F)F)CC2)cc1	2	2	-8	-0.3	0	i	4	-0.4	-1	3
COc1ccc2sc(-c3ccc(SC)cc3)c(/C=C/c3ccc(OC)c(OC)c3)c2c1	3	2	-3	-0.3	8	·	15	2.5	-4	8
COC(=O)c1cc(C(=O)OC)cc(N2C(=O)CC(Sc3nc(C)cc(C)n3)C2=O)c1 (stereo unspecified)	1	2	3	0.1	10	i	5	0.3	-2	-1

With a hit mark in Tb MetRS inh (from the list above):
SMILES	SUMO1 PPI mod	STEP block	Scp1 inh	Tb MetRS inh	SKN-1 block	Neddyl block	CendR NRP1 mod	LMPTP inh	DNMT1 block	NadD inh
O=C(CSCC(=O)OCn1nnc2ccccc2c1=O)Nc1ccc(Cl)cc1	-3	-1	-11	16*	7	i	11	-0.1	-2	-3

(listing goes on)
SMILES	SUMO1 PPI mod	STEP block	Scp1 inh	Tb MetRS inh	SKN-1 block	Neddyl block	CendR NRP1 mod	LMPTP inh	DNMT1 block	NadD inh
CN(C)CCCn1c(SCC(=O)N2c3ccccc3Sc3ccccc32)nc2ccccc2c1=O	3	3	6	-0.8	1	i	9	-4.6	-2	7
C[C@@H]1CN([C@@H](C)CO)C(=O)c2cc(C#Cc3ccccc3)cnc2O[C@@H]1CN(C)Cc1ccccn1	0	0	·	-1.1	6	i	-3	-0.6	-5	10
Cc1ccc(CNS(=O)(=O)c2cc3c(cc2C)N(C)CCO3)cc1	-4	3	-5	1.1	-10	i	-8	-0.3	0	5
CCNc1nc(NCC)nc(N/N=C(\C)c2ccc(OC)cc2)n1	-2	-6	-1	-0.8	-9	i	0	-1.1	1	-3
O=C(Cc1cccs1)NCc1cccc(Br)c1	-1	-1	3	2.7	2	i	2	-0.9	4	-8
c1ccc2c(c1)ccc1[nH]c3c(c12)CCCC3	-4	0	-5	0.2	33	·	-3	0.9	-29	-6
COc1ccc(C(=O)N/C(=C\c2ccco2)C(=O)NCCCn2ccnc2)cc1	-8	-2	-4	0.1	10	i	-6	-1.1	3	2
Cc1[nH][nH]c(=O)c1C(c1ccc(-c2ccc(C(=O)O)cc2)o1)c1c(C)[nH][nH]c1=O	16	3	0	0.3	4	i	-18	3.9	15	-3
Nc1nc(CN2CCN(c3ccc(F)cc3)CC2)nc(N2CCCc3ccccc32)n1	19	2	-5	0.7	17	i	-2	-0.3	-9	1
CC(C)(C)c1cccc(C2(O)C(=O)c3ccccc3C2=O)c1O	7	-1	-7	0.7	0	i	2	0.3	1	-1
OC1(c2ccccc2)CNCCc2ccccc21 (stereo unspecified)	1	-1	-1	-1.6	1	i	-6	1.4	0	3
COc1cccc(NC(=O)C2CCCN(S(=O)(=O)c3cccc4nonc34)C2)c1 (stereo unspecified)	-3	-1	1	-1.4	11	i	-13	1.4	-3	-3
CC(=O)N1C[C@H]2CON(C)[C@H]2C[C@H]1c1ccc(-c2ccc(C#N)cc2)cc1	3	3	·	-0.2	-6	i	-1	-0.6	0	-5
CC(=O)Nc1ccc(NC(=O)C(C)Sc2nc3nc(C)cc(C)n3n2)cc1 (stereo unspecified)	-1	-2	-6	0.2	10	i	-17	-0.2	-1	1
O=S(=O)(C/C(=C/CO)S(=O)(=O)c1ccccc1)c1ccccc1	4	-3	-7	-0.5	-14	i	-3	-1.4	1	2
O=C(CN(Cc1ccccc1Cl)C(=O)c1csnn1)NCc1ccc(F)cc1	3	1	-2	-0.1	6	i	8	-0.5	1	3
O=C(COc1cccnc1[N+](=O)[O-])N1CCc2ccccc2C1	-9	-1	-10	0.2	10	i	8	0.4	2	-2
C=C(CO)C1Cc2cc(C(C)=O)ccc2O1 (stereo unspecified)	4	-3	41	-1.9	0	i	5	0.2	0	-6
COc1ccc(/C=C/C(=O)N2CCCC2)cc1OC	-10	2	9	-1.0	-2	i	-2	0.2	10	3

Taken from above:
O=C(CN(Cc1ccccc1Cl)C(=O)c1csnn1)NCc1ccc(F)cc1 | Scp1 inh: -2
C[C@@H]1CN([C@@H](C)CO)C(=O)c2cc(C#Cc3ccccc3)cnc2O[C@@H]1CN(C)Cc1ccccn1 | SUMO1 PPI mod: 0

This is a random part of the collection; about 4.6% have a hit in one of these screens.
